NPYLR7 ag – agonists of mosquito NPYLR7 receptor, primary screen, cell-based, Aedes aegypti, calcium fluorescence, mosquito biting behavior; Aedes aegypti neuropeptide Y-like receptor 7 (NPYLR7); activation, % at 10 µM; HEK293T NPYLR7/Galpha15, GCaMP6s calcium fluorescence; hit rate 0.15% among 270,000; AID 1259423, 2018; in the data active means activation above about 40%;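 further: 0% = vehicle and 100% = reference agonist at the receptor; some compounds past the cut are filed as inactive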
mcGAS lum – cyclic GMP-AMP synthase inhibitors, mouse, primary biochemical chemiluminescence; hit rate 0.15% among 160,000; inhibition, % at 12.5 µM; Q8C6L5; recombinant cGAS, Kinase-Glo ATP depletion luminescence;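 further: 0% = negative control wells and 100% = reference inhibitor with no enzyme activity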
hcGAS inh – Primary biochemical luminescence assay for human cyclic GMP-AMP synthase inhibitors; Q8N884; recombinant h-cGAS, ATP depletion, Kinase-Glo luminescence; inhibition, % at 12.5 µM; hit rate 0.081% among 290,000;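 further: 0% = vehicle reaction and 100% = reaction without DNA for no activity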
Target sequence (Q8N884 whole entry, looked up): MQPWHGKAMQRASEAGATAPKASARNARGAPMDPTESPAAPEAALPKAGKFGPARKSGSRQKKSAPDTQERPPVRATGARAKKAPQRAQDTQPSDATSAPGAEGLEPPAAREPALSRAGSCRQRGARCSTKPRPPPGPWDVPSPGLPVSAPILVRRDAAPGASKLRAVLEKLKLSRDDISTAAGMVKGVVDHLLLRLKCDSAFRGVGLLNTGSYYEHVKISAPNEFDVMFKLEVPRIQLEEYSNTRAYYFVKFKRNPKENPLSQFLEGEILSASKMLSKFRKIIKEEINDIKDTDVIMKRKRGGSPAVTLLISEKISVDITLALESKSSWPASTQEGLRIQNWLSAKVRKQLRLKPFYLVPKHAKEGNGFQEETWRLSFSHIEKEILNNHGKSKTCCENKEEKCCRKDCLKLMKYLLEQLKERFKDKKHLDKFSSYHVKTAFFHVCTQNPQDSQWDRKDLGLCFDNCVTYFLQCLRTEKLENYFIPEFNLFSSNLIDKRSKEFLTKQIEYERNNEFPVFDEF
Starred values were filed as active, the others as inactive; . = no result given; & = joins results of further samples. Unless noted, no stated cut-off is given here; in the data, active means inhibition above about 40%; inactive means the rest.

SMILES | NPYLR7 ag | mcGAS lum | hcGAS inh
CCOC(=O)N1CCC(N2CCCC(CO)(Cc3ccccc3C)C2)CC1 (stereo not drawn) | -7 | -3 | -2
CCOC(=O)c1nc2cc(Cl)c(Cl)cc2nc1N1CCN(C(=O)c2cccc(C#N)c2)CC1 | . | -7 | -7
O=C(CC1COCCN1)NCCCn1nnc2ccccc21 (stereo not drawn) | -2 | . | -1
Cc1ccc(F)c(CC(=O)N2CCOC(Cc3ccccc3)C2)c1F (stereo not drawn) | 14 | . | -2
CN1CCN(c2ccc(NC(=O)c3ccc4c(c3)OCO4)cn2)CC1 | -9 | . | -8
O=C(CSCc1nc2ccccc2[nH]1)N1CCOCC1 | -1 | -7 | -8
CC(c1ccc(F)c(Cl)c1)N(C)CCNS(C)(=O)=O (stereo not drawn) | 8 | . | -7
CCn1cc(C(CC(=O)O)c2cccc(Cl)c2)c2ccccc21 (stereo not drawn) | -2 | . | 0
C=Cn1cc(C(=O)N(C)Cc2nc3cc(C)c(C)cc3[nH]2)cn1 | -5 | . | -5
CC(C)N1CCN(CCn2cnc3c(F)cccc3c2=O)CC1 | 1 | . | -1
CCN(CC)c1ccc(C2C(C(=O)OC)=C(C)Nc3ncnn32)cc1 (stereo not drawn) | -5 | . | -10
COc1cc2c(cc1OC)C(=O)NC(C1CC1)N2 (stereo not drawn) | 13 | . | -13
Cc1nc2n(n1)C(=O)C(C(c1ccccc1Cl)N1CCCC(C)C1)S2 (stereo not drawn) | 2 | -7 | -8
CCOC(=O)C1CCN(C(=O)C(C)OC(=O)c2ccc3[nH]c4c(c3c2)CC(C)CC4)CC1 (stereo not drawn) | 3 | . | -6
COCCN1CC(C(=O)NCCCc2ccc(F)cc2)CCC1=O (stereo not drawn) | 1 | . | -6
COc1ccc(-c2noc(-c3c(SC)nn(CC(=O)Nc4ccc(C)c(Cl)c4)c3N)n2)cc1 | 1 | -9 | -3
COCCCN1CCC(NC(=O)N2CC(C)CCC2C)CC1 (stereo not drawn) | -2 | . | -13
CCC1(CC)NC(=O)N(CC(O)COc2ccc(Br)cc2)C1=O (stereo not drawn) | 7 | -9 | -9&-3
O=c1ccc(-c2ccccc2)nn1CCN1CCN(S(=O)(=O)c2ccccc2F)CC1 | -4 | -6 | -5
COc1cccc(CN(Cc2ccc(F)cc2)CC(O)COCc2ccco2)c1OC (stereo not drawn) | . | -3 | -2
COCc1cc(C(=O)Nc2ncnc3ccccc23)no1 | 1 | . | -9
CCOCC(=O)NCC1CN(c2ccc(Cl)c(Cl)c2)C(=O)O1 (stereo not drawn) | 0 | . | 4
CCc1noc(CN(CC)C(=O)c2cc(Cl)c[nH]c2=O)n1 | 8 | . | 0
O=C(c1cccc(-n2cccn2)c1)N(C/C=C/c1ccccc1)CCO | 19 | -12 | -5
CCc1nccn1CCC(=O)N1CCC(c2nn(C)c(=O)n2CC)CC1 | 14 | . | -6
Cc1cccc(CNC2CC(=O)N(Cc3cccc4ccccc34)C2)n1 (stereo not drawn) | 12 | . | -3
Cc1nn(-c2nnc(-n3nc(C)c(Cl)c3C)nn2)c(C)c1Cl | 8 | . | -4
OC1CCC(Nc2ncnc3ccccc23)CC1 (stereo not drawn) | 3 | . | -9
CCCC1NC(=O)N(Cc2nnc(-c3ccc(Br)o3)o2)C1=O (stereo not drawn) | 3 | -4 | -5
CC1(C(=O)Nc2ccccc2Br)CCN1C(=O)Cc1ccc(Cl)cc1Cl (stereo not drawn) | 0 | -4 | -2
CC1=CC(C)(C)Nc2cc(C)c(C)cc21 | 5 | -4 | -5
CCc1cnc(C)nc1N1CCC2(CC1)Nc1ccccc1NC2=O | -3 | . | -2
Cc1nnc(SCCNC(=O)c2cc(C3CC3)[nH]n2)s1 | 4 | . | -11
COc1cc(C(NC(=O)c2ccco2)NC(=O)c2ccco2)ccc1OCc1ccccc1 | 1 | -4 | -5
Cc1ccc(-n2ncc3c(C)nn(CC(=O)Nc4ccc(F)cc4)c(=O)c32)c(C)c1 | 1 | . | -6
Cc1cc(C(=O)NN=Cc2c(C)nc3sccn23)c(C)o1 | 0 | -4 | -1
O=C(NC1CCCCC1)c1cc2n(n1)CCN(Cc1ccccc1C(F)(F)F)C2=O | 15 | 0 | 1
Cn1cnnc1SCc1cc(=O)c(OCc2cccc(F)c2)co1 | 12 | . | -8
CC(=O)Nc1ccc(N2C(=O)C3C4CC(C(Br)C4Br)C3C2=O)cc1 (stereo not drawn) | 3 | -8 | -5
COCCN(C)C(=O)c1cc(COc2cc(C)c(Cl)c(C)c2)on1 | -5 | -4 | -5
CCCCNC(=O)C1(C)CCN1C(=O)c1cc2ccccc2s1 (stereo not drawn) | 0 | -4 | -5
COC(=O)c1c(C)c(C(=O)CN(CC2CCCO2)C(=O)COc2ccccc2)c(C)n1C (stereo not drawn) | 8 | -6 | -9
Cc1ccc(-n2nc(C(C)(C)C)cc2N)c(C)c1 | 10 | . | 1
Cc1nn(-c2ccccc2)c(C)c1C(=O)NC(C)C | -4 | -1 | 3
Cc1[nH]c2ccc(Cl)cc2c1CCNC(=O)c1cn(C2CCCCC2)nn1 | 11 | -7 | -6

Record cards, from the list above. Values in the order: NPYLR7 ag, mcGAS lum, hcGAS inh
COC(=O)c1c(C)c(C(=O)CN(CC2CCCO2)C(=O)COc2ccccc2)c(C)n1C (stereo not drawn) across the screens: 8, -6, -9
Cc1nn(-c2ccccc2)c(C)c1C(=O)NC(C)C across the screens: -4, -1, 3
Cc1nnc(SCCNC(=O)c2cc(C3CC3)[nH]n2)s1 across the screens: 4, ., -11

The results go on.
SMILES | NPYLR7 ag | mcGAS lum | hcGAS inh
COC1CCOC2(CCN(C(=O)c3nccn3C)CC2)C1 (stereo not drawn) | . | -4 | -12
CCCCc1ccc(C(=O)Oc2ccc(-c3nc4ccccn4c3NC3CCCCC3)cc2OC)cc1 | 7 | -7&-5 | -5&-2
CCSc1nnc(NC(=O)c2ccc(C)c([N+](=O)[O-])c2)s1 | 4 | -7 | 6
CCc1cccc(CC)c1N(C(C)=O)c1nc(C=C(C#N)C#N)cs1 | 10 | -6 | -7
COCCOC(=NCc1ccco1)NC(=O)c1cccs1 | 4 | -5 | -3
COC(=O)[C@@H]1C[C@@H](O)CN1C(=O)CCc1c[nH]c2ccccc12 | 18 | -14 | -10
N#Cc1ccc(-c2nc3ccc(C(=O)N4C[C@H](O)C[C@H]4C(=O)OCc4ccccc4)cc3[nH]2)cc1 | 0 | . | -2
CCOC(=O)c1sc(C)c2c(=O)[nH]nnc12 | -6 | -3 | -1
COc1ccc(NC(=O)C(C)SCc2cccc(C(F)(F)F)c2)cc1 (stereo not drawn) | -1 | -15 | -7
N#CCSc1nnnn1Cc1ccco1 | 14 | . | -10
CN(CC1CCCCO1)C(=O)c1cc(I)c[nH]1 (stereo not drawn) | -3 | -17 | -7
CC(c1cccc(-c2nc3ccccc3n2CCO)c1)N1CCCC1 (stereo not drawn) | 4 | -14 | -4
CCCn1c(=O)c2c(nc3n(CCCl)c(C)c(C)n23)n(C)c1=O | 3 | -8 | -7
CCC(C(=O)N1CCC(n2c(C)nc3cc(C(F)(F)F)ccc32)CC1)c1ccccc1 (stereo not drawn) | 2 | -6 | -4
CCNC(=O)Nc1ccc(N(C)C)c(CN(Cc2ccc(F)cc2)C(=O)c2cccc(C)c2)c1 | 2 | -1 | 5
Cc1ccc2nc(C)c(C)c(C(=O)NCCN(C)S(C)(=O)=O)c2c1 | 2 | -11 | -2
CN(Cc1ccc2nonc2c1)C(=O)c1cc(COc2ccc(F)cc2Cl)on1 | 9 | . | -9
COc1ccc(NC2=NCCC2)cc1 | 3 | . | -6
Cc1ccc2c(c1)c1c3n2CC(O)CN=C3CCC1 (stereo not drawn) | -1 | -2 | -15
CCC[n+]1ccc2ccccc2c1Cc1ccccc1 | -14 | . | -6
COCC(C)C1CCN(C(=O)c2c(C)ncn2C)CC1 (stereo not drawn) | . | -7 | -9
CN(Cc1nc2c(s1)CCCC2)CC(O)c1ccc(C#N)cc1 (stereo not drawn) | -20&5 | -17 | -3&-8
CNC(=O)c1ccc(NC(=O)N(C)C(C)c2ccccc2Cl)c(C)c1 (stereo not drawn) | -3 | . | -13
CSc1sc(SC)c(COC(C)=O)c1COC(C)=O | 0 | -8 | -4
CCOc1nc(-c2ccc(C)cc2)n(-c2ccc(NC(=O)COc3ccccc3)cc2)n1 | 1 | -4 | -5
COc1cc2c(cc1CN1CCC(N3CCCC3=O)CC1)OCO2 | 2 | -7 | -2
CC1CCC(C(C)C)C(OCC(O)C[N+]2(C)CCCCC2)C1 (stereo not drawn) | . | -6 | -12
CCOC(=O)C1(CCCc2ccccc2)CCCN(C(=O)c2cccnc2C)C1 (stereo not drawn) | -3 | . | -9
O=c1[nH]cc(S(=O)(=O)N2CCN(C/C=C/c3ccccc3)CC2)c(=O)[nH]1 | -11 | -3 | 2
CCC(CC)NCc1cccnc1Oc1ccccc1 | 4 | . | -9

Rewritten with two lines to a compound: entries from further up
Values in the order – NPYLR7 ag | mcGAS lum | hcGAS inh
- CC(c1cccc(-c2nc3ccccc3n2CCO)c1)N1CCCC1 (stereo not drawn)
→ 4 | -14 | -4
- CCCn1c(=O)c2c(nc3n(CCCl)c(C)c(C)n23)n(C)c1=O
→ 3 | -8 | -7
- CCC(C(=O)N1CCC(n2c(C)nc3cc(C(F)(F)F)ccc32)CC1)c1ccccc1 (stereo not drawn)
→ 2 | -6 | -4
- CCNC(=O)Nc1ccc(N(C)C)c(CN(Cc2ccc(F)cc2)C(=O)c2cccc(C)c2)c1
→ 2 | -1 | 5
- Cc1ccc2nc(C)c(C)c(C(=O)NCCN(C)S(C)(=O)=O)c2c1
→ 2 | -11 | -2
- CN(Cc1ccc2nonc2c1)C(=O)c1cc(COc2ccc(F)cc2Cl)on1
→ 9 | . | -9
- COc1ccc(NC2=NCCC2)cc1
→ 3 | . | -6
- Cc1ccc2c(c1)c1c3n2CC(O)CN=C3CCC1 (stereo not drawn)
→ -1 | -2 | -15
- CCC[n+]1ccc2ccccc2c1Cc1ccccc1
→ -14 | . | -6
- COCC(C)C1CCN(C(=O)c2c(C)ncn2C)CC1 (stereo not drawn)
→ . | -7 | -9
- CN(Cc1nc2c(s1)CCCC2)CC(O)c1ccc(C#N)cc1 (stereo not drawn)
→ -20&5 | -17 | -3&-8
- CNC(=O)c1ccc(NC(=O)N(C)C(C)c2ccccc2Cl)c(C)c1 (stereo not drawn)
→ -3 | . | -13
- CSc1sc(SC)c(COC(C)=O)c1COC(C)=O
→ 0 | -8 | -4
- CCOc1nc(-c2ccc(C)cc2)n(-c2ccc(NC(=O)COc3ccccc3)cc2)n1
→ 1 | -4 | -5
- COc1cc2c(cc1CN1CCC(N3CCCC3=O)CC1)OCO2
→ 2 | -7 | -2
- CC1CCC(C(C)C)C(OCC(O)C[N+]2(C)CCCCC2)C1 (stereo not drawn)
→ . | -6 | -12
- CCOC(=O)C1(CCCc2ccccc2)CCCN(C(=O)c2cccnc2C)C1 (stereo not drawn)
→ -3 | . | -9
- O=c1[nH]cc(S(=O)(=O)N2CCN(C/C=C/c3ccccc3)CC2)c(=O)[nH]1
→ -11 | -3 | 2

The results go on.
SMILES | NPYLR7 ag | mcGAS lum | hcGAS inh
CCOC(=O)C1=C(COC(=O)CCC(=O)c2ccc(C)s2)NC(=O)NC1C (stereo not drawn) | -1 | 0 | 0
CC(=O)Cn1c(C(C)(C)C)cn2c3c(=O)n(C)c(=O)n(C)c3nc12 | -5 | . | -4
Cc1ccc(S(C)(=O)=O)cc1C(=O)NC(C)CCc1ccco1 (stereo not drawn) | 2 | . | -2
O=c1[nH]cc(S(=O)(=O)Nc2cccc3ccccc23)c(=O)[nH]1 | -10 | -5 | 0
O=C(c1cc2cc(Cl)ccc2o1)N1CCN(S(=O)(=O)c2ccccc2Cl)CC1 | 3 | -4 | -8
CCc1nc2ccc(C(=O)NCCN3CCNC3=O)cn2c1N(C)CCC(C)C | -4 | 3 | 2
CCOC(=O)C1=C(C)NC(=O)NC1c1ccc(OCCO)c(OC)c1 (stereo not drawn) | -2 | -6 | -6
CC(C)(C)c1n[nH]c(C2CN(C(=O)C3CCOC3)CCO2)n1 (stereo not drawn) | 0 | -1 | 4
C=C(C)CN1CCN(c2nc3c(c(=O)[nH]c(=O)n3C)n2Cc2ccccc2C)CC1 | 1 | . | -9
Cc1cc(C(=O)NC(C)C2CCCO2)c(C)n1-c1ccccn1 (stereo not drawn) | 16 | -6 | -8
COc1cccc(-c2cc(-c3ccc(C(=O)NCc4ccco4)cc3)[nH]n2)c1 | -3 | 0 | 2
CCOc1ccc(NC(=O)Cc2csc(NC(=O)c3ccc[nH]c3=O)n2)cc1 | -2 | 2 | 5
Cc1ccc(O)c(CN2CCC(c3cc(C(C)C)n[nH]3)CC2)n1 | -1 | -2 | 0
CC1(C(=O)Nc2cccc3c2CCCC3)CCN1C(=O)Cc1ccccc1Cl (stereo not drawn) | -2 | -2 | 1
CCOC(=O)c1nn(-c2ccc(C)cc2)c(=O)c2c(NC(=O)CCCc3ccccc3)scc12 | -12 | -3 | -1
O=C(Nc1ccccc1)C1CCN(C(=O)c2cc3ccccc3oc2=O)CC1 | -17 | 1 | 1
CC(C)Cc1ccc(C(=O)N2CCCC(N3CCC(CO)CC3)C2)cc1 (stereo not drawn) | 2 | -17 | -4
CC1CCN(C(=O)C(C)OC(=O)c2ccc(NC(=O)CC#N)cc2)CC1 (stereo not drawn) | 11 | . | -1
CCOC(=O)[C@@H](NC(=O)c1ccc[nH]c1=O)C(C)(C)C | 3 | . | -10
CN(C)S(=O)(=O)N1CCC(CO)(CCc2ccccc2)CC1 | 5&-8 | -3 | -10&-5
